Source: PubChem (The Scripps Research Institute Molecular Screening Center)
GSTO1 inh – inhibitors of recombinant GSTO1, primary screen, counter-screen for RBBP9 inhibitor project, biochemical, fluorescence polarization. inhibition, % at 5.96 µM. 300,000 tested, 1.1% active. AID 1974, 2009. activity-based probe fluorescence polarization;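 active = inhibition above the campaign mean inhibition plus 3 SD, cut at about 35% in these data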;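 note: 0% = GSTO1-1 with DMSO and 100% = wells lacking GSTO1-1 enzyme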
pPAFAH inh – pPAFAH enzyme inhibitors, primary screen, biochemical, fluorescence polarization, human; Platelet-activating factor acetylhydrolase (Homo sapiens), Q13093; recombinant pPAFAH, FP-rhodamine probe fluorescence polarization; inhibition, % at 3.39 µM; 330,000 tested, 1.5% active;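 active = inhibition above the mean inhibition across the screen plus 3 SD, cut at about 25% in these data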;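 note: inhibitors block binding of the rhodamine activity-based probe so polarization drops; 0% = enzyme with DMSO and 100% = wells lacking pPAFAH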
PAFAH1B2 inh – PAFAH1B2 enzyme inhibitors, primary screen, biochemical, fluorescence polarization, human; Platelet-activating factor acetylhydrolase IB subunit alpha2 (Homo sapiens), P68402; recombinant PAFAH1B2, FP-rhodamine activity probe; inhibition, % at 3.39 µM; 340,000 tested, 1.2% active; AID 492953, 2010;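 active = inhibition above the mean of all tested compounds plus 3 SD, cut at about 24% in these data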;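 note: 0% = enzyme with DMSO and 100% = wells lacking PAFAH1B2; many of its hits are not listed in these tables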
PAFAH1B3 FP inh – PAFAH1B3 enzyme inhibitors, primary screen, biochemical, fluorescence polarization, human. Platelet-activating factor acetylhydrolase IB subunit alpha1 (Homo sapiens), Q15102. 340,000 tested, 0.28% active. recombinant PAFAH1B3, FP-rhodamine probe. inhibition, % at 3.39 µM. AID 492972, 2010;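 active = inhibition above the screen-wide average of all tested compounds plus 3 SD, cut at about 25% in these data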;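 note: 0% = enzyme with DMSO only and 100% = wells lacking PAFAH1B3 protein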
Target sequence (Q15102 whole entry, looked up): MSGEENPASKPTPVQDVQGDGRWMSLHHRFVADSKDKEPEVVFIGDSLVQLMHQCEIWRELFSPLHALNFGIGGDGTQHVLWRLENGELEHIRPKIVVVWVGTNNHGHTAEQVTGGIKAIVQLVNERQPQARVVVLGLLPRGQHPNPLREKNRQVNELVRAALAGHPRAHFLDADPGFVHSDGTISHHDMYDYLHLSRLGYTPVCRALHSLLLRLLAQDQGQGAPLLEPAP
LYPLA1 inh – LYPLA1 inhibitors, primary screen, counter-screen for PME1 inhibitor project, biochemical, fluorescence polarization, FP-Rh probe ABPP | inhibition, % at 5.9 µM | 320,000 tested, 0.16% active | recombinant LYPLA1 | Acyl-protein thioesterase 1 (Homo sapiens), O75608 | AID 2174, 2009;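 active = inhibition above the mean of all tested compounds plus 3 SD, set per campaign, cut at about 14% in these data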;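 note: inhibitors block serine hydrolase probe labeling of LYPLA1 so polarization falls; 0% = enzyme with DMSO and 100% = wells lacking LYPLA1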
PREPL inhibitor – PREPL enzyme inhibitors, primary screen, biochemical, fluorescence polarization; Prolyl endopeptidase-like (Homo sapiens), Q4J6C6; AID 2751, 2010; 320,000 tested, 0.68% active; inhibition, % at 5.96 µM; recombinant PREPL, fluorescence polarization activity-based probe; in the data active = inhibition above about 43%;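 note: 0% = enzyme with DMSO and 100% = wells lacking enzyme; many of its hits are not listed in these tables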
LYPLA2 counter – LYPLA2 inhibitors, primary screen, counter-screen for PME1 inhibitor project, biochemical, fluorescence polarization, FP-Rh probe ABPP | AID 2177, 2009 | recombinant LYPLA2 | inhibition, % at 5.9 µM | 320,000 tested, 0.38% active;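 active = inhibition above the screen-wide mean plus 3 SD, limit set per campaign, cut at about 26% in these data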;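 note: 0% = LYPLA2 with DMSO and 100% = wells lacking LYPLA2 enzyme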
PAFAH2 inh – PAFAH2 enzyme inhibitors, primary screen, biochemical, fluorescence polarization, human; Platelet-activating factor acetylhydrolase 2, cytoplasmic (Homo sapiens), Q99487; AID 492956, 2010; inhibition, % at 3.39 µM; recombinant PAFAH2, FP-rhodamine activity probe; 340,000 tested, 0.99% active;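 active = inhibition above the mean over all tested compounds plus 3 SD, cut at about 30% in these data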;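 note: inhibitors block probe labeling of enzyme so polarization drops; 0% = enzyme with DMSO and 100% = wells lacking PAFAH2 protein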
PAD4 FP inh – human PAD4 inhibitors, primary screen, biochemical, fluorescence polarization, 1536-well format; 330,000 tested, 0.41% active; AID 485272, 2010; inhibition, % at 6.36 µM; Protein-arginine deiminase type-4 (Homo sapiens), Q9UM07; recombinant PAD4, RCA probe fluorescence polarization;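 active = percent inhibition above a cutoff equal to the mean of all tested compounds plus 3 SD, cut at about 15% in these data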;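 note: 0% = PAD4 with RCA probe and DMSO and 100% = probe without PAD4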
Target sequence (Q9UM07 whole entry, looked up): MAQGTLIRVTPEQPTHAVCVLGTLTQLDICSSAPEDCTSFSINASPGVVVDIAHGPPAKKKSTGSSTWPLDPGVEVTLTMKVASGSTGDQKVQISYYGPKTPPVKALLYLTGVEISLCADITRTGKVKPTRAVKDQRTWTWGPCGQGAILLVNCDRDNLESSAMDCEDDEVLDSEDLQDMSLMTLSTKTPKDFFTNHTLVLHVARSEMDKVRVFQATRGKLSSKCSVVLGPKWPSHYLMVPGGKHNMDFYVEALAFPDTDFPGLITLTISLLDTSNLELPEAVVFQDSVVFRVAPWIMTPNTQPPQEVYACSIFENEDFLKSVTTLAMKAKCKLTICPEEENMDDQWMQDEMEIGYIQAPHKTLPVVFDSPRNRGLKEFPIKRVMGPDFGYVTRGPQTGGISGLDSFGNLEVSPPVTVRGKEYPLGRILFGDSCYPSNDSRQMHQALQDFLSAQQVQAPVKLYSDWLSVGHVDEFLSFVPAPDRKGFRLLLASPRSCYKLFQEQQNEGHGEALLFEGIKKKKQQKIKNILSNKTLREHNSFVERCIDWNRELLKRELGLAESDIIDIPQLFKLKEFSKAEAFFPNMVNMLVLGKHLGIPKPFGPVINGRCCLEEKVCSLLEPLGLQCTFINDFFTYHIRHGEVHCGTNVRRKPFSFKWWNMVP
Active calls of the source: *; . = not tested or not shown. The list is partial, so the mix of outcomes need not match the whole.

SMILES	GSTO1 inh	pPAFAH inh	PAFAH1B2 inh	PAFAH1B3 FP inh	LYPLA1 inh	PREPL inhibitor	LYPLA2 counter	PAFAH2 inh	PAD4 FP inh
CC(C)c1ccccc1NC(=O)Cn1c(-c2ccccc2Cl)nc2ccccc21	4	4	-1	9	-2	3	1	-2	-4
CON/C=C(\C=Nc1ccc(Cl)cc1Cl)c1ncc(C(F)(F)F)cc1Cl	-1	3	4	2	-3	-1	0	-10	-4
O=C(N/N=C1\CCc2ccccc21)c1ccncc1	-2	4	1	2	0	3	2	2	3
CS(=O)(=O)Nc1ccc(C(=O)NCCSCc2ccco2)cc1	9	-1	2	6	1	24	3	4	3
CC(C)C(NC(=O)c1ccc(Cl)cc1)C(=O)NCC1CCCO1 (configuration not stated)	5	2	5	-2	0	-2	-1	-9	-1
CCOC(=O)C(CCCCCOc1ccc([N+](=O)[O-])cc1)C(=O)OCC	1	6	-4	1	-2	16	15	2	-3
C#CCn1c(S(=O)(=O)Cc2ccc(F)cc2)nc(-c2ccccc2)c1-c1ccccc1	1	2	5	0	2	11	5	10	2
COc1ccc(-c2csc(NC3OC(=O)c4ccccc43)n2)cc1 (configuration not stated)	8	0	5	-4	0	6	2	9	4
CCOc1ccc(-c2c(C)n([O-])c3c([n+]2=O)CCCC3)cc1	1	-4	0	5	-1	5	-7	-3	2
CC(CCN1CCN=C1N(C)C)c1ccccc1 (configuration not stated)	4	4	-5	-4	-1	5	0	-7	-5
CN(C)S(=O)(=O)n1cc(/C=C(\NC(=O)c2ccccc2Cl)C(=O)N2CCCC2)c2ccccc21	0	1	1	4	-1	5	4	8	6
Cn1c(=NC(=O)c2cnccn2)sc2ccccc21	-7	-5	1	4	-3	13	-2	2	-4
CNC(=O)c1c(NC(=O)CCS(=O)(=O)c2ccc(C)cc2)sc(C)c1C	-5	-2	-4	4	-3	1	1	1	4
CCN1CCN(S(=O)(=O)c2ccc(OC)c(Br)c2)CC1	0	2	5	2	1	-2	5	-4	-3
CCOc1ccc(NC(=O)C2C3C=CC4(O3)C2C(=O)N(Cc2cccnc2)C4C(=O)NC2CCCCC2)cc1 (configuration not stated)	-5	4	5	4	3	-4	-3	-1	-2
Nc1nonc1-n1nnc(C(=O)N/N=C/c2ccccc2Cl)c1-c1ccc2c(c1)OCO2	-1	-5	-3	4	-3	12	-12	-1	-5
O=C(Nc1ccc(F)cc1)c1ccc(CN2CCc3ccccc3C2)cc1	11	3	3	5	1	-5	3	1	1
Cc1sc2ncnc(SCC(=O)N(C(C)C)C(C)C)c2c1C	4	2	0	8	3	-4	3	-2	-1
O=C(Nc1ccncc1)c1c(Cl)cccc1Cl	5	0	-8	3	1	-4	5	-6	0
CCCCN(C(=O)c1cc(S(=O)(=O)N2CCCCCC2)ccc1OC)c1ccccc1	0	10	3	6	-1	17	-3	2	1

Reprinted from the part before: 4 entries, then new ones.
SMILES	GSTO1 inh	pPAFAH inh	PAFAH1B2 inh	PAFAH1B3 FP inh	LYPLA1 inh	PREPL inhibitor	LYPLA2 counter	PAFAH2 inh	PAD4 FP inh
O=C(Nc1ccc(F)cc1)c1ccc(CN2CCc3ccccc3C2)cc1	11	3	3	5	1	-5	3	1	1
Cc1sc2ncnc(SCC(=O)N(C(C)C)C(C)C)c2c1C	4	2	0	8	3	-4	3	-2	-1
O=C(Nc1ccncc1)c1c(Cl)cccc1Cl	5	0	-8	3	1	-4	5	-6	0
CCCCN(C(=O)c1cc(S(=O)(=O)N2CCCCCC2)ccc1OC)c1ccccc1	0	10	3	6	-1	17	-3	2	1
CCCC(C)C(=O)Nc1ccncc1 (configuration not stated)	-7	3	0	-2	2	7	3	-2	3
C=C(C)C(=O)Nc1cccc(C2=NOC3(C2)C[C@H](C(N)=O)N(C(=O)c2ccccc2C(=O)c2ccccc2)C3)c1 (some centres not stated)	-2	13	-2	-5	-1	-9	9	-11	-7
COCCNC(=O)c1c[nH]c2ccc(S(=O)(=O)Nc3ccccc3F)cc2c1=O	-2	-2	-4	12	-4	-12	-3	6	-4
COC(=O)CNC(=O)CSc1nc(N)cc(=O)[nH]1	-6	3	-5	9	-3	0	3	0	0
CCCCc1c(O)nc2n(c1=O)CCS2	4	-2	2	2	-4	12	1	0	1
O=C(O)CCCC(=O)N1N=C(c2ccccc2)CC1c1cccs1 (configuration not stated)	3	0	2	6	-5	8	-1	4	-2
CCN(CC)C(=O)CSc1ncnc2c1cnn2-c1ccccc1	-17	2	4	0	-1	4	1	15	0
Cc1cc(S(=O)(=O)Nc2cccc(O)c2)c(C)s1	0	-1	-1	-1	1	-7	4	-4	0
Clc1ccccc1COc1ccc(/C=N/n2cnnc2)cc1	3	4	0	9	0	37	15	1	5
CCC(C(=O)Nc1ccc(S(=O)(=O)N(C)C2CCN(C)CC2)cc1)c1ccccc1 (configuration not stated)	.	-2	4	-5	5	11	8	-2	1
Cc1ccc(CNC(=O)CN(C(=O)C2(C)CC(=O)N=C3C=CC=CN32)c2ccccc2F)cc1 (configuration not stated)	3	0	-2	4	4	24	3	-3	5
O=C(COC(=O)c1ccc2c(c1)OCO2)Nc1ccccc1Cl	.	1	6	5	-3	11	2	58*	-3
COC(=O)c1cccnc1-n1c(=O)c2cccnc2n(Cc2cccc([N+](=O)[O-])c2)c1=O	5	-4	-2	-1	2	16	4	-4	-4
O=C(Cc1cccc(C(F)(F)F)c1)Nc1ccccc1	14	-5	6	5	1	-1	1	-6	-4
COC(=O)CC1(C(=O)OC)Oc2ccccc2C(=O)N1c1ccc(F)cc1F (configuration not stated)	4	3	1	5	4	-1	2	-5	-1
NC(=O)c1oc2ccccc2c1NC(=O)c1ccc([N+](=O)[O-])o1	6	7	-1	1	4	12	6	17	-13
COC(=O)c1sc(NC(=O)COc2ccc(C)cc2)nc1C	-4	8	3	5	-2	6	10	4	-1
O=C(NCN1CCN(c2ccccn2)CC1)c1cnccn1	5	10	1	0	3	0	6	-3	-6
O=C1c2ccccc2C(O)N1Cc1ccccc1Cl (configuration not stated)	7	-1	4	-3	-3	5	-2	-1	-3
CC(C)Cn1cnc2c1c(=O)n(CC(=O)O)c(=O)n2Cc1ccccc1	1	5	2	4	3	8	8	-2	2
CCN(CCCNC(=O)CCn1c(=S)[nH]c2cc3c(cc2c1=O)OCO3)c1cccc(C)c1	-2	7	4	-7	-1	9	6	7	0
COc1ccc(CN2CC(C(=O)NCCCN3CCCC(C)C3)CC2=O)cc1 (configuration not stated)	9	3	3	3	-1	6	1	4	1
Cc1nc2sc(C(c3ccccc3)N3CCN(CCO)CC3)c(O)n2n1 (configuration not stated)	2	-4	0	1	0	7	3	8	0
CC(=O)Nc1ccc(NC(=O)C2CCCN(C(=O)c3ccc(Cl)cc3)C2)cc1 (configuration not stated)	0	8	1	1	2	7	3	3	-4
CCc1ccc(NC(=O)N(CCCN2CCOCC2)C(C)c2cc3cccc(OC)c3o2)cc1 (configuration not stated)	1	14	2	5	-3	-2	-4	0	0
O=C(CNC(=O)c1cc(S(=O)(=O)N2CCCCC2)ccc1N1CCOCC1)Nc1ccc(F)c(F)c1	-4	2	3	1	1	-3	6	2	-2
COc1ccccc1N(CC(O)CN1CCCC1)S(=O)(=O)c1ccccc1 (configuration not stated)	-1	-1	1	1	0	-29	5	10	-3
O=C(NCC1CCCO1)C1CCN(S(=O)(=O)N2CCCC2)CC1 (configuration not stated)	-3	1	2	-5	2	6	1	0	1
COc1ccc(S(=O)(=O)NCC2CCCN(C(=O)c3cccs3)C2)cc1 (configuration not stated)	34	0	4	10	-1	4	-1	0	-1
O=c1cc(OCc2ccccc2)cc[nH]1	.	2	1	14	1	13	6	10	4
Cc1ccc(NC(=O)N(Cc2ccc3c(c2)OCO3)Cc2cc3cc4c(cc3[nH]c2=O)OCCO4)cc1	8	-5	7	-7	-3	5	5	-24	1
CN(C)c1ccc(C(=O)Nc2nnc(C3=COCCO3)o2)cc1	2	2	-5	4	-4	-12	1	5	-3
CCN(CC)CCCN(Cc1cc2cc3c(cc2[nH]c1=O)OCO3)C(=S)NCCCOC	5	3	1	5	2	6	8	3	0
N#Cc1ccccc1S(=O)(=O)N1CCNS(=O)(=O)c2ccccc21	.	5	0	7	.	.	.	-3	1
Cc1ccc(N(CC(=O)NCc2ccncc2)S(C)(=O)=O)cc1	5	0	1	13	-3	4	0	15	-1
CN(C)CCCN1C(=O)C(=O)/C(=C(/O)c2ccncc2)C1c1ccccc1 (configuration not stated)	6	2	0	2	5	-5	5	3	0
COc1ccc(CCn2nnnc2C(c2ccc(C)cc2)N2CCN(C)CC2)cc1OC (configuration not stated)	-1	5	7	6	1	2	11	5	-3
Cc1ccccc1NC(=S)N(C)CCc1ccccn1	-4	1	2	1	0	-8	0	-4	-5
Cc1c(CCC(=O)NCCC(=O)O)c(=O)oc2cc3occ(-c4ccccc4)c3cc12	-9	16	-1	6	0	-5	4	9	-2

5 consecutive compounds already listed, for reference:
SMILES	GSTO1 inh	pPAFAH inh	PAFAH1B2 inh	PAFAH1B3 FP inh	LYPLA1 inh	PREPL inhibitor	LYPLA2 counter	PAFAH2 inh	PAD4 FP inh
CCN(CCCNC(=O)CCn1c(=S)[nH]c2cc3c(cc2c1=O)OCO3)c1cccc(C)c1	-2	7	4	-7	-1	9	6	7	0
COc1ccc(CN2CC(C(=O)NCCCN3CCCC(C)C3)CC2=O)cc1 (configuration not stated)	9	3	3	3	-1	6	1	4	1
Cc1nc2sc(C(c3ccccc3)N3CCN(CCO)CC3)c(O)n2n1 (configuration not stated)	2	-4	0	1	0	7	3	8	0
CC(=O)Nc1ccc(NC(=O)C2CCCN(C(=O)c3ccc(Cl)cc3)C2)cc1 (configuration not stated)	0	8	1	1	2	7	3	3	-4
CCc1ccc(NC(=O)N(CCCN2CCOCC2)C(C)c2cc3cccc(OC)c3o2)cc1 (configuration not stated)	1	14	2	5	-3	-2	-4	0	0
